# CAL PDZ FP-1 – inhibitors of human CAL PDZ peptide binding | Q9HD26 | purified CAL PDZ, TMR-peptide fluorescence polarization, 1 h | inhibition, % at 24.9 µM | 300,000 tested, 0.92% active | AID 602252;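 active = mean inhibition of at least 30% with at least half of replicates also reaching 30%; inconclusive = no clear call, values can overlap the other calls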;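 note: 0% = DMSO neutral control and 100% = excess unlabeled competitor peptide PRC23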
# NSD2 HMT inh – blocks human histone methyltransferase NSD2; O96028; NSD2 peptide methylation, AlphaScreen, 120 min; inhibition, % at 12.5 µM; 310,000 tested, 0.54% active; AID 743445; in the data active = inhibition above about 50%
# CAL PDZ FP-2 – blocks peptide binding to human CAL PDZ domain | purified CAL PDZ, TMR-peptide fluorescence polarization, 1 h | inhibition, % at 20 µM | 330,000 tested, 0.02% active | AID 504414;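 active = highest replicate inhibition of at least 40%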;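 note: plate controls were DMSO neutral control wells for no effect and unlabeled competitor peptide control wells for full effect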
#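 Read-out basis: mP drop reported as inhibition | Assay system: Tagged CAL PDZ protein CerCALP, purified | Benchmarks: Unlabelled peptide for full inhibition, DMSO wells as neutral | Schedule: 1 h incubation at room temperature before polarization reading | Buffer or medium: Sodium phosphate/NaCl buffer pH 7.4 with TCEP, IgG, Thesit | Doses: Single point, 20 µM | Measured by: Fluorescence polarization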
# Rtt109 HAT inh – inhibitors of Candida albicans Rtt109/Vps75 histone acetyltransferase | AID 540336 | purified Rtt109/Vps75, ThioGlo CoA-SH fluorescence, 4 h | 330,000 tested, 0.16% active | inhibition, % at 34.9 µM | Q5AAJ8;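 active = inhibition of at least 50% in every replicate; inconclusive = best replicate reaches 50% inhibition but some replicates fall short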
# PfHsp90 set2 – reduces growth (ATP signal) of yeast expressing P. falciparum Hsp90; 310,000 tested, 0.32% active; inhibition, % at 9.4 µM; S. cerevisiae expressing PfHsp90, BacTiter-Glo ATP, 48 h; yeast lacking PDR1 and PDR3 efflux regulators;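 active = every replicate shows inhibition above about 80%, whatever the replicate mean, limit read from the data; inconclusive = mean inhibition reaches the set limit but some replicate falls short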;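 note: 0% = DMSO neutral controls and 100% = 20 µM radicicol positive controls; yeast relying on Plasmodium falciparum Hsp90 in place of its own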
# SR-BI DiI-HDL act – SR-BI HDL lipid transfer activation. CHO ldlA[mSR-BI] cells, DiI-HDL uptake fluorescence, 3 h; 100 = double the neutral-control signal. activation, % at 12.5 µM. 320,000 tested, 0.096% active. AID 504775;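 active = mean replicate activation of at least 60% and every replicate at or above 60%; inconclusive = mean or all-replicate condition met, but not both; inactive = mean below 60% and not all replicates reaching 60%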;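 note: 0% = median plate neutral-control signal and 100% = twice that signal; values of inactives mirror those of a sister screen read the other way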
#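 Test system: SR-BI-overexpressing, LDLR-lacking CHO cells. Measured by: DiI fluorescence, bottom read. Medium: Ham's F12 with 0.5% BSA, HEPES 25 mM, pH 7.4. Timing: 3 h uptake period with compound, 37 °C.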
# PvdQ acylase – blocks Pseudomonas aeruginosa PvdQ acylase activity. purified PvdQ acylase, fluorescence plate reader. inhibition, % at 10 µM. 340,000 tested, 0.063% active. AID 488965; in the data active = inhibition above about 30%, passing the limit was not always enough; inconclusive = no clear call, values can overlap the other calls;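 note: 0% = vehicle neutral wells and 100% = reference inhibitor wells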
# dFosB activator – activators of mouse delta FosB homodimer; P13346; purified delta FosB, TAMRA-CDK5 oligo fluorescence polarization; percent of positive-control signal above neutral wells; activation, % at 25 µM; 340,000 tested, 0.99% active; AID 493131;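 active = mean activation above about 17%, with every replicate also reaching it, limit read from the data, passing the limit was not always enough; inconclusive = only one of the two conditions met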;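 note: fluorescence polarization rise as delta FosB binds a TAMRA Cdk5 AP-1 oligo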
# Target sequence (P13346 whole entry, looked up): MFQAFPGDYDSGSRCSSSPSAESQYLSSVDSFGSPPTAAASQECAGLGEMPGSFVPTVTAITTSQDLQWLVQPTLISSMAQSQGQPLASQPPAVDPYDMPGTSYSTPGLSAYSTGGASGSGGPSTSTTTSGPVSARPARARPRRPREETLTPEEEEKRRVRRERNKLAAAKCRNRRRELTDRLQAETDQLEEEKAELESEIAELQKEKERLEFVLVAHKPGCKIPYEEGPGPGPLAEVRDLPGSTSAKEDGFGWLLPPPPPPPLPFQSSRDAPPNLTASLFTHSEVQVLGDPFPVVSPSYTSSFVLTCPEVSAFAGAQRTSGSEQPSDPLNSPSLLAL
# SR-BI DiI inh – mouse SR-BI HDL lipid transfer inhibition. Q61009. ldlA[mSR-BI] CHO cells, DiI-HDL uptake fluorescence, 3 h. inhibition, % at 12.5 µM. 320,000 tested, 0.96% active. AID 488896;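 active = mean replicate inhibition of at least 70% and a set share of replicates each scoring 70 or more; inconclusive = meets just one of the two criteria; inactive = fails both criteria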;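 note: 0% = median of neutral control wells and 100% = median of positive control wells; values of inactives mirror those of a sister screen read the other way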
# Target sequence (Q61009 whole entry, looked up): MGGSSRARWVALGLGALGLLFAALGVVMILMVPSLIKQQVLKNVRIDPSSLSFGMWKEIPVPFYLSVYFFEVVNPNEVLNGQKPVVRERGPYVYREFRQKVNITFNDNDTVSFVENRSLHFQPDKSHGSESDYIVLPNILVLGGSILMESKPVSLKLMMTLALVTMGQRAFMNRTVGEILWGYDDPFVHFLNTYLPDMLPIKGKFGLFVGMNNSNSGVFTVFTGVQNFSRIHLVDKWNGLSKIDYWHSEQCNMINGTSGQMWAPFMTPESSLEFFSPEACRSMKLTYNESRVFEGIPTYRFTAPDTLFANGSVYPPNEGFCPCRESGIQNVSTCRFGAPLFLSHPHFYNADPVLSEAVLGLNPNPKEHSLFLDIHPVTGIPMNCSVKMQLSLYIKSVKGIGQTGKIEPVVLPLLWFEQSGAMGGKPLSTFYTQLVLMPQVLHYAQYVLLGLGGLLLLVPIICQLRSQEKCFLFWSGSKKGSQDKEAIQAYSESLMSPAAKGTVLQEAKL
# MITF act – increases MITF-driven TRPM1 promoter luciferase signal; SK-MEL-5 TRPM1-promoter luciferase, 24 h; % of positive control, neutral wells = 0; activation, % at 12.5 µM; 300,000 tested, 0.75% active; AID 588334;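 active = mean activation of at least 80% with every replicate also reaching 80%; inconclusive = mean reaches 80% but some replicate falls short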;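 note: 0% = neutral control wells and 100% = parthenolide positive control wells; values of inactives mirror those of a sister screen read the other way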
# * hit, by the source's call; u = inconclusive; x = not tested or not shown; & = joins results of further samples. An unsorted share of the library, and some 4.3% of all compounds hit somewhere here.
SMILES,CAL PDZ FP-1,NSD2 HMT inh,CAL PDZ FP-2,Rtt109 HAT inh,PfHsp90 set2,SR-BI DiI-HDL act,PvdQ acylase,dFosB activator,SR-BI DiI inh,MITF act
O=S1(=O)CCOC[C@H](CC2CCCCC2)N1Cc1ccccc1,-1,x,0.0,-2,-21,20,-19,-9,-20,3
COc1ccccc1N1CCN(c2ncc(C(=O)N3CCN(c4cccc(Cl)c4)CC3)c3ccccc23)CC1,-5,-4,-1.4,2,0,-49,6,-9,49,-37
Cc1ccc(NC(=O)c2cc(Cl)nc3ccccc23)cc1,-3,-1,-0.3,-7,-20,-7,2,0,7,x
COc1ccc(CCC(=O)Nc2cc(S(=O)(=O)N3CCCCC3)ccc2N(C)C)cc1,-1,x,0.6,3,6,-13,-15,-10,13,1
CC(=O)Nc1cccc(OC(=O)COc2ccc(Br)cc2)c1,-1,-2,-1.7,-6,2,6,-7,-6,-6,-10
Cc1cc(OC(=O)c2ccc(OC(C)C)cc2)c([N+](=O)[O-])c(=O)[nH]1,-1,1,-0.1,0,-23,27,-12,-2,-27,13
COc1cc(CN(CC2CCCO2)C(=O)c2ccco2)cc(OC)c1OC (stereo unspecified),11,4,-1.9,1,13,19,-12,-6,-19,5
CCCN(CCC)C(=O)c1cc(S(=O)(=O)N2CCCCC2)c[nH]1,x,x,0.1,-2,22,3,4,-5,-3,5
CSc1cccc(NC(C)=O)c1,-3,-3,-1.0,-3,9,11,-5,2,-11,9
COc1ccc(CC(=O)N/N=C(/C)c2ccco2)cc1,-3,-2,-0.1,-10,-12,7,-16,-2,-7,-4
CCOC(=O)N/N=C/c1ccccc1F,x,1,-0.2,3,-4,14,2,5,-14,54
COc1cc([N+](=O)[O-])c2nc(C(=O)O)ccc2c1,-3,0,0.2,-3,-7,4,-4,4,-4,-5
O=C1CCCN1CC(O)CS(=O)(=O)Cc1ccccc1 (stereo unspecified),46*,0,x,2,27,-1,-13,7,1,8
COc1ccc(/C=C(\CC(=O)O)c2nc3ccccc3o2)cc1,-3,-4,-1.3,-2,7,29,5,-1,-29,61
Cc1ccc(CCN2CC(C(=O)N3CCN(c4ccc(F)cc4)CC3)CC2=O)cc1 (stereo unspecified),1,5,-1.2,-9,-8,3,-8,-10,-3,-4
CC(NC(=O)C(C)(C)C)C(c1cccs1)N1CCN(Cc2ccccc2)CC1 (stereo unspecified),-7,x,-1.2,3,7,15,-3,1,-15,1
COc1ccc(OC)c(CNC(=O)C(C)n2nc(C)c3c(C)n(-c4ccccc4)nc3c2=O)c1 (stereo unspecified),2,6,-0.6,7,-35,-3,-7,-3,3,-10
CC(=O)Nc1ccccc1OC(C)C(=O)N1CCC(C)CC1 (stereo unspecified),-3,-2,-2.4,-17,x,13,-15,1,-13,-12
CCCOC(=O)c1ccc(NC(=O)C(=O)NCCN(CC)CC)cc1,-1,14,-2.4,-5,12,6,-17,-7,-6,3
Cc1ccc(-c2nc3c(c(=O)c4ccccc4n3C)c(=O)n2-c2ccccc2)cc1,-4,-2,-0.6,-3,8,42,-9,1,-42,3

# Next part; the last two above are carried over.
SMILES,CAL PDZ FP-1,NSD2 HMT inh,CAL PDZ FP-2,Rtt109 HAT inh,PfHsp90 set2,SR-BI DiI-HDL act,PvdQ acylase,dFosB activator,SR-BI DiI inh,MITF act
CCCOC(=O)c1ccc(NC(=O)C(=O)NCCN(CC)CC)cc1,-1,14,-2.4,-5,12,6,-17,-7,-6,3
Cc1ccc(-c2nc3c(c(=O)c4ccccc4n3C)c(=O)n2-c2ccccc2)cc1,-4,-2,-0.6,-3,8,42,-9,1,-42,3
COCC(=O)N1CCc2ccc(NC(=O)c3ccccc3Cl)cc2C1,x,0,-1.8,9,0,1,-10,1,-1,7
CCCCCCCCOC(=O)c1ccc(N)cc1,-1,x,-2.4,-6,-9,-1,-3,-4,1,x
CCc1nc(N2CCCC2)c(C#N)c2c1CCCC2,0,-1,-1.6,-1,7,-27,-3,-1,27,5
Cc1[nH]c2ccccc2c1SCC(=O)O,-2,3,-0.4,0,-9,11,-11,-3,-11,4
CC1(C)C(=O)N(OCc2ccccc2)C(C)(C)C(=O)N1OCc1ccccc1,-2,3,-0.3,-18,-4,-9,-7,-8,9,3
O=C(c1cc(COc2ccccc2)on1)N1CCCC(OCc2cccnc2)C1 (stereo unspecified),-4,-1,-1.4,12,7,8,2,-2,-8,12
NCCN1CCN(CCN)CC1,-2,0,-1.4,10,x,6,-4,4,-6,-3
CS(=O)(=O)Cc1ccc(C(=O)NC2CCN(Cc3ccccc3)C2)cc1 (stereo unspecified),-2,5,-4.7,-1,-5,10,-10,-11,-10,15
C/C(=C\c1cc2ccccc2o1)C1Nc2cccc3cccc(c23)N1,2,x,1.1,-1,5,-39,-3,3,39,-10
Cc1[nH]n(C(C)(C)C)c(=O)c1Sc1ccc(Cl)cc1,2,-1,-0.4,x,x,-6,-6,2,6,x
COCCNC(=O)CCC1CCN(Cc2cccc(-c3ccc(C)o3)c2)CC1,x,1,-0.2,17,-17,-14,-14,-7,14,1
CCCCOc1ccc(C(=O)Nc2ccc(C)cc2[N+](=O)[O-])cc1,-3,-1,0.0,-3,20,-16,-7,3,16,3
O=C(/C=C/c1ccccc1Cl)N1CCOCC1,-6,-1,-4.1,-3,-10,15,-15,1,-15,x
COc1ccc(NC(=O)c2ccc3c(c2)N(C)CCS3)cc1,x,x,-0.6,-2,-25,-61,-8,-8,61,x
CC(C)CNC(=S)NC(=O)c1ccc(Cl)cc1,-6,4,0.6,-6,24,22,3,-1,-22,112*
C[n+]1ccn(CC(=O)c2cccs2)c1,x,-4,0.8,-3,8,18,15,-2,-18,2
COC(=O)C1=C(C)N(CCCC(=O)O)C(=O)NC1c1ccccc1OS(=O)(=O)c1ccccc1[N+](=O)[O-] (stereo unspecified),-2,x,1.7,5,6,26,6,4,-26,18
Cc1ccc(O)c(NC(=S)NC(=O)COc2ccc(Br)cc2)c1,0,-3,-0.1,-1,13,21,12,-4,-21,-16
O=C(CN1C(=O)CSc2ccc(S(=O)(=O)N3CCCCC3)cc21)NCc1ccccc1Cl,-1,0,-0.5,-6,-11,-12,-11,-11,12,6
CCCC(CCC(=O)Nc1ccn(-c2ccccc2)n1)C(=O)O (stereo unspecified),-4,-2,-2.2,2,-21,x,-16,3,x,0
COC(=O)[C@H]1[C@H]2C[C@H]3c4[nH]c5ccccc5c4CCN3C[C@@H]2CC[C@@H]1O,-2&-3,x,-0.4&0.2,-2&7,6&7,-4&7,-12&-4,-3&1,4&-7,-11&4
CC(=O)Nc1c(C)cc(S(C)(=O)=O)cc1C,x,-2,-0.5,-10,-19,4,-8,-6,-4,-1
Cn1c(=O)c2c([nH]c(=O)n2C)n(C)c1=O,1,0,-1.2,-4,28,18,6,0,-18,-15
O=C(Nc1cc(C(F)(F)F)cc(C(F)(F)F)c1)c1ccc(Cn2cc(C(F)(F)F)ccc2=O)cc1,1,x,-1.0,4,9,-15,-18,-5,15,-5
Cc1ccc2sc3ccc(NC(=O)c4ccccc4Cl)cc3c(=O)c2c1,x,3,-4.0,-7,x,-49,-11,-10,49,28
Cc1ccn(C(CC(=O)c2ccc(Br)cc2)C(=O)O)n1 (stereo unspecified),-7,x,-1.7,-2,-16,7,2,-5,-7,1
COc1cccc(CNC(=O)c2cccc(S(=O)(=O)N3CCN(C)CC3)c2)c1,-1,7,0.3,-5,10,-2,-4,-9,2,6
CCOC(=O)C(C)Oc1cccc2c(=O)n(CC(=O)N3CCc4ccccc43)ccc12 (stereo unspecified),-3,x,-0.8,6,-2,-13,5,5,13,-7
CCC(=O)n1nc(NCc2ccc(OC)c(OC)c2)nc1NCc1ccc(OC)c(OC)c1,-2,x,0.5,1,25,-27,-5,-5,27,5
Cc1nc2oc(C(=O)c3ccccc3)c(N)c2c2c1COC(C)(C)C2,-2,-1,0.2,3,2,8,-5,0,-8,24
Cc1ccc2nc(Nc3ccc4[nH]c(=O)[nH]c4c3)c(-n3nc(C)cc3C)nc2c1,3,1,0.6,-7,-31,-43,-1,-7,43,62
CC(=O)NC(C)Cc1cn(Cc2ccccc2)c2ccccc12 (stereo unspecified),-2,-2,-0.4,5,0,-22,6,4,22,-4
CC(=O)Nc1nc2ccc(-c3nc4ccccc4o3)cc2s1,3,-64,-3.7,0,-29,-32,-9,-18,32,18
Cc1cccc(N(C(=O)c2sc(C)nc2C)C(C(=O)NCc2ccco2)c2ccccc2)c1 (stereo unspecified),-1,x,-1.7,5,0,27,-12,-12,-27,-1
CC1CCN(CCC(=O)Nc2ccc(Br)cc2)CC1,-4,4,-5.7,-4,-9,7,5,-6,-7,19
CCC(NC(=O)c1ccccc1NC(=O)C(C)(C)C)C(=O)N1CC(C)OC(C)C1 (stereo unspecified),x,0,-0.6,0,3,14,-8,-6,-14,-1
COc1cccc(/C=C2\Sc3ccc(C(=O)NCc4cccnc4)cc3N(C)C2=O)c1,-4,-1,-4.7,4,-13,x,-13,-10,x,3
COc1ccc(CC(=O)NCc2nnc(SCC(=O)Nc3ncc(C)s3)n2C)cc1,0,-3,-2.1,-18,34,-1,-12,-5,1,1
O=C(NC(=S)Nc1ccc2[nH]c(=O)[nH]c2c1)c1ccccc1Cl,1,-3,-0.4,1,-5,-2,-10,-2,2,2
Cc1cccc(NC(=S)N2CCC(NC(=O)c3cccc(F)c3)CC2)c1,0,0,-1.6,8,-7,-14,0,-1,14,-1
Cn1ccnc1Sc1cc(NCCCO)c([N+](=O)[O-])c2nonc12,-1,10,0.8,u,8,6,-9,0,-6,4
CN(CCNC(=O)CN1CCN(Cc2ccccc2Cl)C1=O)Cc1ccccc1,4,x,-0.2,-8,-16,x,-14,-3,x,-2
COc1ccc(CNCc2cc3c(cc2[N+](=O)[O-])OCO3)cc1,-9,1,0.7,-9,4,19,-10,0,-19,4
CCOc1ccc(N(CC)C(=O)c2cn(CC)c(=O)c3cc(OC)c(OC)cc23)cc1,1,-2,-0.2,-4,-6,8,12,-3,-8,3
CC(Sc1nnc(-c2ccccc2F)n1C)C(=O)NC1CCCCC1 (stereo unspecified),-3,-5,0.0,-1,26,15,30*,-10,-15,-7
CCCCN1CCC(CN2C(=O)C(=O)NC[C@@H]2Cc2ccccc2)CC1,-2,x,-0.8,3,15,11,-5,-3,-11,11
